# ABHD4 inh: ABHD4 inhibitors, primary screen, biochemical, fluorescence polarization, mouse | inhibition, % at 8.92 µM | 370,000 tested, 0.54% active | purified mABHD4, FP-Rh probe fluorescence polarization | (Lyso)-N-acylphosphatidylethanolamine lipase (Mus musculus), Q8VD66;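 active = inhibition exceeding the mean over every tested compound plus 3 SD, cut at about 30% in these data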;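 note: 0% = plate median of compound wells and 100% = S159A mutant with DMSO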
#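 system = mouse ABHD4 enzyme, wild type | medium = HEPES pH 7.0, NaCl, Pluronic buffer | also added = FP-Rh probe | incubation = Enzyme–compound pre-incubation 45 min, then probe 60 min, both 25 °C | technique = fluorescence polarization, excitation 525 nm, emission 598 nm, BODIPY TMR filters | controls = S159A mutant high control, sample median low control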
# MBD2 inh: inhibitors of MBD2 binding to methylated DNA, primary screen, biochemical, TR-FRET, DNA-binding domain, human; Methyl-CpG-binding domain protein 2 (Homo sapiens), Q9UBB5; MBD2 binding to methylated oligonucleotide; inhibition, % at 4.4 µM; 370,000 tested, 0.31% active; AID 686964, 2013; in the data active = inhibition above about 13%
# Target sequence (Q9UBB5 whole entry, looked up, the tested form may be a part): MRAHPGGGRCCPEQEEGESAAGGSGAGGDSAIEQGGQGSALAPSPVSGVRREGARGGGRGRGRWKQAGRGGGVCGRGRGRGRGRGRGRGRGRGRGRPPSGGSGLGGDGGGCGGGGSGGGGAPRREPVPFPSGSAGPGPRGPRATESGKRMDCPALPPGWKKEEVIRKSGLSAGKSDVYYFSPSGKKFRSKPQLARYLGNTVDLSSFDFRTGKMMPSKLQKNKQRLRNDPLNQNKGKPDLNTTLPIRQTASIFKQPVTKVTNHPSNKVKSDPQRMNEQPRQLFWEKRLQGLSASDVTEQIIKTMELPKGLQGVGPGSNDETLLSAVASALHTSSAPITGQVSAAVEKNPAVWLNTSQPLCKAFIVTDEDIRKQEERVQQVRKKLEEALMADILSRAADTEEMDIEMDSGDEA
# SIAE inh: human SIAE inhibitors, primary screen, biochemical, fluorescence polarization, FP-Rh probe, 1536-well HTS. Sialate O-acetylesterase (Homo sapiens), Q9HAT2. 370,000 tested, 0.69% active. AID 1053197, 2014. inhibition, % at 9.66 µM. SIAE FP-Rh probe binding;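 active = inhibition above a cutoff: mean of compounds within the control limits plus 3 SD of those, cut at about 17% in these data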;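 note: 0% = plate median of compound wells and 100% = probe without SIAE protein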
# Target sequence (Q9HAT2 whole entry, looked up): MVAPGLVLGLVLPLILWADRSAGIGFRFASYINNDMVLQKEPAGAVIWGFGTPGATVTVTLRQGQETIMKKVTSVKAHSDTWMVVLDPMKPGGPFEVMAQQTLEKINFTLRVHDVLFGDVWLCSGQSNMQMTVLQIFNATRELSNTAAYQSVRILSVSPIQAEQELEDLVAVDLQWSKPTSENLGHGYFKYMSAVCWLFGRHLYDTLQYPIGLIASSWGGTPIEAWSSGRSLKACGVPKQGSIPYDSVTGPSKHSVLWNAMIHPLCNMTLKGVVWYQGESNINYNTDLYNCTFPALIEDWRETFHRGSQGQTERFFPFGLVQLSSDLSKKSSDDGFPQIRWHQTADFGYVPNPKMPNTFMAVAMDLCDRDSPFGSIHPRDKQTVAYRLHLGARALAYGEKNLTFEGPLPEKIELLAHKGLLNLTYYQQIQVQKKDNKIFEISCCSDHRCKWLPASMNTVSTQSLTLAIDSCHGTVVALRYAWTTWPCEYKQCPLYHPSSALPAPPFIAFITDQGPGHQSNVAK
# HTRA1 inhibitor: HTRA1 serine protease inhibitors, primary screen, biochemical, fluorescence polarization, HTS. recombinant HTRA1, FP-rhodamine activity-based probe. inhibition, % at 5.96 µM. 340,000 tested, 0.5% active. Q92743; in the data active = inhibition above about 36%;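 note: 0% = enzyme with DMSO and 100% = wells lacking enzyme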
# PRMT1 inh: PRMT1 methyltransferase inhibitors, primary screen, biochemical, fluorescence polarization | recombinant PRMT1, activity-based probe fluorescence polarization | inhibition, % at 2.79 µM | 370,000 tested, 1.3% active;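 active = inhibition above about 21% made by adding two undisclosed values, limit read from the data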
# rCAG RNA binder: binders of r(CAG) RNA repeats, primary screen, biochemical, fluorescence; r(CAG) RNA repeat, TO-PRO-1 dye displacement fluorescence; inhibition, % at 3 µM; 370,000 tested, 1.3% active;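 active = inhibition above the plate cutoff, the mean of all test compounds on that plate plus 3 SD, cut at about 35% in these data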;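 note: 0% = DMSO alone and 100% = 100 µM mitoxantrone as full dye displacement; higher means more dye released from RNA so lower well fluorescence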
# TCR CD3 inh: inhibitors of human TCR-CD3 interaction, primary screen, biochemical, fluorescence, TAMRA-labeled TCR probe. T-cell receptor (TCR). inhibition, % at 9.4 µM. 360,000 tested, 0.37% active. AID 651800, 2012; in the data active = inhibition above about 19%;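 note: recombinant mutant TCR 2C K166C tagged with TAMRA read by polarization; 0% = receptor in buffer alone and 100% = receptor with positive control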
# TDP2 inh: human TDP2 enzyme inhibitors, primary screen, biochemical, epi absorbance, recombinant enzyme. Tyrosyl-DNA phosphodiesterase 2 (Homo sapiens), O95551. T5PNP hydrolysis, p-nitrophenol absorbance 415 nm. inhibition, % at 12.8 µM. 370,000 tested, 0.34% active. AID 720702, 2013;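 active = inhibition above the mean of all tested compounds plus 3 SD, set per campaign, cut at about 25% in these data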;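 note: 0% = DMSO with enzyme and 100% = buffer with substrate but no TDP2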
#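 System – recombinant human TDP2 · Amount – 120 nM TDP2 per well · Buffer or medium – Mg2+-containing Tris-HCl buffer, pH 7.5 · Reagent – T5PNP substrate, 5 mM · Dosing – 12.8 µM single point, 1% DMSO · Incubation – 2 h at 37 °C · Measured by – epi absorbance · Read-out basis – percent inhibition · Benchmarks – high control without enzyme, low control DMSO plus TDP2 · Repeats – singlicate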
# NPR2 activator: human GC-B receptor activators, primary screen, HEK293 GC-B cells, cGMP TR-FRET, EC30 CNP | Atrial natriuretic peptide receptor 2 (Homo sapiens), P20594 | 0% at EC30 CNP, 100% saturating CNP | activation, % at 10 µM | 370,000 tested, 0.11% active;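 active = activation at 10 µM reaching about 35% in either raw or pattern-adjusted values, limit read from the data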
# LEDGF integ inh: blockers of LEDGF/p75-dependent integrase strand transfer – biochemical, TR-FRET, high throughput, primary screen; HIV-1 integrase (with human LEDGF/p75); TR-FRET IN-LEDGF/p75 DNA integration, Eu/Cy5; inhibition, % at 3.7 µM; 370,000 tested, 0.64% active;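 active = inhibition above the screen-wide mean plus 3 SD, cut at about 13% in these data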;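 note: signal is the Cy5 over europium emission ratio at 671 and 618 nm; 0% = plate median of compound wells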
# Numbers without * were called inactive; . = not tested or not shown. These rows are one share of the data. The share of hits here may be higher or lower than overall.
SMILES,ABHD4 inh,MBD2 inh,SIAE inh,HTRA1 inhibitor,PRMT1 inh,rCAG RNA binder,TCR CD3 inh,TDP2 inh,NPR2 activator,LEDGF integ inh
Cc1cc(-c2ccc(C)c(S(=O)(=O)N3CCN(c4ccccn4)CC3)c2)on1,4,3,-6,-29,6,-1,-1,1,-4,0
CCCC(O)(CCN1CCOCC1)c1ccc(Br)cc1 (stereo not given),1,-1,0,-1,-1,-5,1,0,-16,1
O=S1(=O)c2c(cccc2N2CCC[C@@H]2CO)O[C@H]2CCN1C2,-3,0,-3,.,0,4,.,-7,3,4
C#CCOCCOCCOCCNc1nc(N2CCN(C(=O)[C@H]([C@@H](C)CC)n3cc(CCC(=O)O)nn3)CC2)nc(N2CCN(C(=O)[C@H](C)n3cc(CCCN=C(N)N)nn3)CC2)n1,-1,-5,-5,-5,1,0,-7,-2,-2,2
Cc1ccc(N/C(N)=N/c2nc(C)cc(N3CCCCC3)n2)c(C)c1,5,-3,5,-7,-10,18,6,-3,-6,4
O=C(Nc1cccc(-c2nn[nH]n2)c1)c1ccc(Cl)s1,-42,4,-11,-5,1,13,-5,13,2,0
COc1ccccc1CCN1CCCC(CN(C)C(=O)c2ccc3nc[nH]c3c2)C1 (stereo not given),-1,-2,-2,8,-3,-2,-4,-7,7,-3
CCCC(=O)N1CCN(c2nc(CC(C)C)c3c(c2C#N)CCC3)CC1,1,-1,13,-15,0,-8,5,-5,-6,1
CN1CCc2c(sc3c2c(NCc2ccco2)nc2nnnn23)C1,6,-5,2,1,3,-3,9,1,5,-4
Cc1noc(C)c1S(=O)(=O)Nc1ccc2c(c1)C(=O)N([C@H](C)CO)C[C@H](C)[C@@H](CN(C)C(=O)Nc1ccc3c(c1)OCO3)O2,0,-1,8,-2,0,8,1,8,2,5
Cn1[nH]cc(C=NC(N)=O)c1=O,7,-3,3,47*,-2,0,-2,2,-3,1
Cc1c(Cl)cccc1NC(=O)c1cccc(NC(=O)CCC(=O)O)c1,3,3,2,-4,1,4,0,0,2,-1
CC(C)c1nnc(NC(=O)C2CCCN(C(=O)Nc3ccc(F)cc3)C2)s1 (stereo not given),1,-2,7,-8,-9,-3,3,0,-6,4
FC(F)(F)c1ccc(/C=N/n2c(C3CCCCC3)n[nH]c2=S)cc1,-5,2,-1,-10,10,18,0,-13,2,3
CC(=O)c1cc(CN2CCC(N3CCC(C(=O)NC(C)C)CC3)CC2)cs1,2,-3,1,-1,1,-3,3,-9,-2,0
Cc1ccnc(NC(=O)CCC(=O)N(CC(=O)NCC2CCCO2)Cc2ccc(F)cc2)c1 (stereo not given),0,-1,3,-3,0,-8,4,-1,4,-4
Cc1cc(C(=O)Nc2ccc([N+](=O)[O-])cn2)cs1,2,4,0,0,1,-3,8,4,-3,-1
COCCN(C(=O)CN1CCCc2ccccc21)c1c(N)n(Cc2ccccc2)c(=O)[nH]c1=O,-6,-2,4,4,3,0,0,3,-2,-2
Cc1ccc2nc(N=C(N)N)nc(C)c2c1,-1,6,-7,4,-1,23,-2,10,0,3
Cc1ccc(-c2nnc(SCCC(=O)N3CCOCC3)o2)cc1,-5,7,-10,8,4,-7,0,-5,3,1
CN(Cc1ccccc1)c1nc2nonc2nc1N1CCCC(CN2CCCC2=O)C1 (stereo not given),-8,3,7,1,2,6,2,-5,0,-1
CC(C)NC(=O)COC(=O)Cn1[nH]c(=O)c2ccccc2c1=O,-1,3,-2,3,5,0,0,6,0,-4
C=CCN1C(=O)[C@@H](CC(=O)NCC23CC4CC(CC(C4)C2)C3)[C@]2(C(=O)OCC)CCCCC/C=C/12,5,1,3,.,8,8,.,-1,-2,-2
COc1ccccc1NC(=O)c1ccc2c(c1)C(=O)N(Cc1ccco1)C2=O,1,-4,-9,-4,1,1,-4,4,0,2
CCCCN(CC)CCCNC(=O)c1ccc(CS(=O)(=O)c2c(Cl)cccc2Cl)o1,2,5,-1,13,-4,-5,2,2,-1,-2

# Carrying on.
SMILES,ABHD4 inh,MBD2 inh,SIAE inh,HTRA1 inhibitor,PRMT1 inh,rCAG RNA binder,TCR CD3 inh,TDP2 inh,NPR2 activator,LEDGF integ inh
C=CCOc1ccc(/C=N/NC(=O)CN(c2cc(Cl)ccc2OC)S(=O)(=O)c2ccc(C)c([N+](=O)[O-])c2)cc1,7,-4,-28,-22,-4,9,4,4,1,-1
CCOc1ccc(N(C)C(=O)CCc2nnc3ccc(NCc4ccco4)nn23)cc1,4,-6,0,8,2,-3,4,-4,2,0
CCCN1Cc2cccc(C(=O)NC(C)c3cccs3)c2C1=O (stereo not given),2,-3,-7,-2,0,-4,-6,3,11,-1
O=C(Cn1nnc(-c2ccncc2)n1)Nc1ccc(Oc2ccccc2)cc1,-4,4,-6,.,2,7,.,3,-7,0
Cc1cc2ccccc2c(=O)n1CC(=O)NC1CCCCCC1,-8,9,-4,-1,4,3,1,-1,-1,-1
COc1cc(C(C)=O)ccc1OCC(=O)NCC1(N2CCCCC2)CCCCC1,-1,0,4,2,-2,-3,-2,0,0,-3
O=C(CCc1c[nH]c2ccccc12)NCc1ccco1,-4,1,0,6,-1,3,2,6,-5,1
O=C(c1ccc(Cl)c(S(=O)(=O)Nc2ccc(F)cc2)c1)N1CCN(c2ccccn2)CC1,-2,10,3,-3,2,6,-3,-10,1,3
CC(C)(c1ccccc1)c1ccc(OCCN)cc1,14,-3,4,9,4,12,-2,-5,-3,-7
O=C(NC(=S)Nc1ncccn1)c1ccc(F)cc1,-3,-4,10,6,5,-1,-7,7,-1,-1
CSCCC(NC(=O)c1ccccc1)C(=O)N1CCN(C(C)=O)CC1 (stereo not given),3,-5,-3,7,0,1,6,12,3,3
CN(C)c1nccc(NCc2ccccc2)c1C#N,4,2,-6,-7,-1,-6,-2,0,-7,-8
CCc1ccc(N2CC(C(=O)Nc3ccc(S(=O)(=O)NCC4CCCO4)cc3)CC2=O)cc1 (stereo not given),-8,-1,-3,-5,-5,-1,2,-9,4,6
O=[N+]([O-])c1cc(S(=O)(=O)Nc2cccc(Cl)c2)ccc1N=Nc1c(O)[nH]c2ccccc12,8,-2,-9,10,-1,8,5,1,-3,-1
O=S(=O)(c1ccccc1)N1CCN=C1SCc1ccccc1Cl,-5,1,5,-18,3,-1,-1,-9,-2,-1
Cc1ccc(-c2nc(C3CCN(S(=O)(=O)c4ccc(C(C)(C)C)cc4)CC3)no2)cc1,2,-2,5,0,-5,2,9,8,-4,-2
O=C([C@@H]1C[C@H]1c1ccccc1)N1CC[C@H]2[C@H](CCCN2Cc2cc(F)cc(F)c2)C1,-1,1,0,.,-2,3,.,-4,4,-4
O=C(Nc1ccc(N2CCN(C(=O)c3ccco3)CC2)cc1)c1ccc2c(c1)OCO2,-1,1,10,-4,-4,-4,-2,-7,-3,-1
O=C(NCc1ccccc1)c1ccc(NS(=O)(=O)c2cccs2)cc1,-22,2,0,-1,6,6,-9,-14,3,1
COc1ccc(OCc2nnc(SCC(N)=O)n2-c2ccccc2OC)cc1,1,0,2,-1,-4,-3,7,-4,-3,-1
O=C(O)c1cccc(-c2nc3ccccc3[nH]2)c1,5,4,-4,1,2,4,-2,-4,6,-8
Cc1ccc(C)c(NC(=O)CN(C)C(=O)c2ccccc2OCc2c(C)noc2C)c1,3,-4,-7,-11,-1,-2,1,-2,-4,2
CC(C(=O)NCC(=O)Nc1ccc(F)c(F)c1F)N1CCN(c2ccc(O)cc2)CC1 (stereo not given),19,-1,1,16,28*,6,-7,-11,-1,5
COc1ccc(NC(=O)CCC(=O)N/N=C/c2ccncc2)cc1,-5,0,6,7,-1,-4,2,-4,7,1

# A second format for 7 compounds above:
# Each structure is followed by: ABHD4 inh | MBD2 inh | SIAE inh | HTRA1 inhibitor | PRMT1 inh | rCAG RNA binder | TCR CD3 inh | TDP2 inh | NPR2 activator | LEDGF integ inh
> O=C(Cn1nnc(-c2ccncc2)n1)Nc1ccc(Oc2ccccc2)cc1
  -4 | 4 | -6 | . | 2 | 7 | . | 3 | -7 | 0
> CC(C)(c1ccccc1)c1ccc(OCCN)cc1
  14 | -3 | 4 | 9 | 4 | 12 | -2 | -5 | -3 | -7
> O=C(NCc1ccccc1)c1ccc(NS(=O)(=O)c2cccs2)cc1
  -22 | 2 | 0 | -1 | 6 | 6 | -9 | -14 | 3 | 1
> CCOc1ccc(N(C)C(=O)CCc2nnc3ccc(NCc4ccco4)nn23)cc1
  4 | -6 | 0 | 8 | 2 | -3 | 4 | -4 | 2 | 0
> COc1ccc(NC(=O)CCC(=O)N/N=C/c2ccncc2)cc1
  -5 | 0 | 6 | 7 | -1 | -4 | 2 | -4 | 7 | 1
> O=C(NC(=S)Nc1ncccn1)c1ccc(F)cc1
  -3 | -4 | 10 | 6 | 5 | -1 | -7 | 7 | -1 | -1
> CSCCC(NC(=O)c1ccccc1)C(=O)N1CCN(C(C)=O)CC1 (stereo not given)
  3 | -5 | -3 | 7 | 0 | 1 | 6 | 12 | 3 | 3

# Three records picked at random from those above:
SMILES,ABHD4 inh,MBD2 inh,SIAE inh,HTRA1 inhibitor,PRMT1 inh,rCAG RNA binder,TCR CD3 inh,TDP2 inh,NPR2 activator,LEDGF integ inh
CN(Cc1ccccc1)c1nc2nonc2nc1N1CCCC(CN2CCCC2=O)C1 (stereo not given),-8,3,7,1,2,6,2,-5,0,-1
CC(=O)c1cc(CN2CCC(N3CCC(C(=O)NC(C)C)CC3)CC2)cs1,2,-3,1,-1,1,-3,3,-9,-2,0
COc1cc(C(C)=O)ccc1OCC(=O)NCC1(N2CCCCC2)CCCCC1,-1,0,4,2,-2,-3,-2,0,0,-3

# Screening data as filed in PubChem BioAssay.
